Screening results: PubChem BioAssay, several laboratories
hcDAF-12 act: activators of H. contortus DAF-12 nuclear receptor; HEK293 hcDAF-12 lit1-tk-luc reporter, luminescence; 0% DMSO, 100% Δ7-dafachronic acid; activation, % at 6.8 µM; actives 1.4% (n = 370,000);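 active means activation above the mean of all tested compounds plus 3 SD, cut at about 5.5% in these data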;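 further: 100% = response to 3 µM Δ7-dafachronic acid high control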
GC-A act: GC-A (human) enzyme activation. P16066. HEK293 GC-A cells, cGMP TR-FRET, EC30 ANP; 0% at EC30 ANP, 100% saturating ANP. activation, % at 10 µM. actives 0.14% (n = 370,000); in the data active means activation above about 40%
DAX1 inh-1: NR0B1 (DAX1) inhibition; HEK293 Gal4-DAX1 luciferase reporter, luminescence; actives 0.99% (n = 340,000); inhibition, % at 6.75 µM; AID 504766; P51843;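 active means inhibition above the mean over all tested compounds plus 3 SD, cut at about 4.2% in these data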;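 further: 0% = DAX1-transfected cells with DMSO and 100% = empty-vector control cells with DMSO; inhibition shows as a rise in luminescence from relieved DAX1 repression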
NPR2 activator: GC-B (human) receptor activation. P20594. HEK293-GC-B cells, CNP EC30, cGMP TR-FRET; 0% at EC30 CNP, 100% saturating CNP. activation, % at 10 µM. actives 0.11% (n = 370,000). AID 1920062;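 active means activation at 10 µM reaching about 35% in either raw or pattern-adjusted values, limit read from the data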
DAX1 inh-2: DAX1 (NR0B1) inhibition, primary screen; HEK293T StAR-luciferase reporter, SF-1/DAX-1 repression relief; inhibition, % at 6.8 µM; actives 1.1% (n = 370,000); AID 652010;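 active means inhibition above the mean over all tested compounds plus 3 SD, cut at about 3.6% in these data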;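 further: 0% = DAX-1 cells with DMSO and 100% = cells lacking DAX-1 with DMSO; higher inhibition means more luminescence from relief of DAX-1 repression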
hgDAF-12 ag: activates the H. glycines DAF-12 receptor ligand-binding domain | actives 1.8% (n = 370,000) | HEK293 GAL4-hgDAF12 UAS-luciferase reporter, agonist luminescence; normalized to butyrate control | activation, % at 6.8 µM;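 active means activation above a cutoff set at the mean of all screened compounds plus 3 SD, cut at about 10% in these data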;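 further: 0% = DMSO wells and 100% = sodium butyrate wells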
FXN GAA850 act: frataxin GAA850 promoter activation. HEK293 lucGAA850 FXN promoter luciferase reporter, 24 h; percent of 10 µM SAHA response. activation, % at 6 µM. actives 0.56% (n = 360,000);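 active means activation above the average of all compounds screened plus 3 SD, cutoff fixed separately per campaign, cut at about 7.5% in these data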;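 further: 0% = DMSO wells and 100% = 10 µM SAHA wells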
ADAM10 inh: inhibitors of human ADAM10; O14672; AID 720582; inhibition, % at 7 µM; actives 0.62% (n = 370,000); recombinant ADAM10, EDANS/DABCYL FRET peptide cleavage, 3 h;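 active means inhibition above a per-campaign cutoff equal to the mean of compounds falling between control-based bounds plus 3 SD, cut at about 20% in these data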;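 further: 0% = DMSO wells while the 100% control is not disclosed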
Target sequence (O14672 214-748 limits assumed): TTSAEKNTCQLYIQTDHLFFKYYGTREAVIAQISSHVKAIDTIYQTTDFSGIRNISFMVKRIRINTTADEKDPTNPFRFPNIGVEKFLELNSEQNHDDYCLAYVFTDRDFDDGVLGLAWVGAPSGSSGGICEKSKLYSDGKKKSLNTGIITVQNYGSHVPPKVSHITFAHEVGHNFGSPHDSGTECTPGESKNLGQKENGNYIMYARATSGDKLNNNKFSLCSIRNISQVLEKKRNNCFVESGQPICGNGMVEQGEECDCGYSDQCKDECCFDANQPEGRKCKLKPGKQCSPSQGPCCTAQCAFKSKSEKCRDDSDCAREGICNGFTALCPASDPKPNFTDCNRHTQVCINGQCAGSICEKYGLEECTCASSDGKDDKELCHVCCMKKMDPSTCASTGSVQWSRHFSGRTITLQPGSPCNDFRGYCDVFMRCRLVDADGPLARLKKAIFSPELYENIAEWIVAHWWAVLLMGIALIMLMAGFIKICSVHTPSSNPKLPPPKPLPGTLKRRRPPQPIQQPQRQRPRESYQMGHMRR
sPLA2-III inh: Blocks human group III sPLA2 activity. AID 743126. actives 0.56% (n = 370,000). inhibition, % at 12.2 µM. QFRET BODIPY PC-A2 liposome hydrolysis, fluorescence;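 active means inhibition above mean plus 3 SD of compounds lying within the high and low control bounds, cut at about 19% in these data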;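 further: 0% = median of test compound wells and 100% = no enzyme DMSO wells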
Target sequence (Q9NZ20 whole entry, looked up): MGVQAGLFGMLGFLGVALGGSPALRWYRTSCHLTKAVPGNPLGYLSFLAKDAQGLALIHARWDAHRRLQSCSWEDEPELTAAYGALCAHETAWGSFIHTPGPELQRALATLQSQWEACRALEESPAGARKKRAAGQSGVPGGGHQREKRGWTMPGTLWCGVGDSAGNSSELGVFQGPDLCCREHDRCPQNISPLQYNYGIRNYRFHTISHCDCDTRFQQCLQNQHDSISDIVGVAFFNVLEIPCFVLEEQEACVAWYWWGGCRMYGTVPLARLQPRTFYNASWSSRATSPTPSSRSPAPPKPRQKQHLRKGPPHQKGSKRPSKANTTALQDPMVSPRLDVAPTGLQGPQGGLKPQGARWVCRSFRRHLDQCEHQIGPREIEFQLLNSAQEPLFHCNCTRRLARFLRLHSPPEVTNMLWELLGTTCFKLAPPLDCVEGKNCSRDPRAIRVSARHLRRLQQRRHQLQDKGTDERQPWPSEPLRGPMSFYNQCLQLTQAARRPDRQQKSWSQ
SMARCA2 act: SMARCA2 function activation, primary screen. AID 652017. actives 1% (n = 370,000). MG213 cells, MMTV-luciferase reporter, dexamethasone, overnight. activation, % at 9.1 µM; in the data active means activation above about 7.8%;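 further: 0% = vehicle wells and 100% = reference activator wells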
ssDAF-12 act: S. stercoralis DAF-12 activation, primary screen; HEK293 ssDAF-12/GRIP1 lit1-tk-luc reporter, luminescence; % of 3 µM dafachronic acid response; activation, % at 6.8 µM; actives 1% (n = 370,000);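 active means activation above the mean over all tested compounds plus 3 SD, cut at about 0.9% in these data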;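 further: 0% = DMSO-only wells and 100% = 3 µM delta7-dafachronic acid wells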
* hit, by the source's call; · = not tested or not shown.

Each structure is followed by: hcDAF-12 act, GC-A act, DAX1 inh-1, NPR2 activator, DAX1 inh-2, hgDAF-12 ag, FXN GAA850 act, ADAM10 inh, sPLA2-III inh, SMARCA2 act, ssDAF-12 act
1	COc1cc2ncnc(NCc3ccccc3F)c2cc1OC
 : -1.5, 14, -0.4, 4, -0.4, -0.5, 2.3, -1, 3, -2, -1.7
2	O=[n+]1c2c(n([O-])c3cc(F)c(F)cc31)CCCC2
 : -0.7, 6, -0.2, 6, 0.0, 3.0, 0.1, 4, -2, -3, -1.0
3	Cc1nc(-n2cc(F)c(=O)[nH]c2=O)c2nc(C)oc2n1
 : -0.9, -1, -0.3, 0, 0.1, 0.8, -1.2, 3, 3, 0, -1.1
4	O=C(Nc1ccc2c(c1)OCCO2)C(c1ccccc1)n1c(=O)c(-c2ccco2)nc2ccccc21 (centres undefined)
 : -0.7, -6, ·, -10, 0.2, -1.7, ·, -21, 5, -4, -0.6
5	COc1ccc(CCNC(=O)C2CCN(S(=O)(=O)N3CC(C)CC(C)C3)CC2)cc1OC (centres undefined)
 : -2.2, 4, -1.0, 0, -0.7, -2.6, -5.4, 5, 4, -3, -2.0
6	Cc1ccc(CNc2ncc(-c3ccc4c(c3)OCO4)n2C)cc1
 : -0.3, -1, 1.5, 3, 0.1, -0.3, 1.1, -7, 8, -2, -0.9
7	O=[N+]([O-])c1ccc(Cn2cc(-c3cccc(C(F)(F)F)c3)nn2)cc1
 : -1.6, -1, 0.1, 2, -0.6, -1.8, 0.6, 8, -31, 1, -1.6
8	CCC(c1nnnn1CCc1ccccc1)N(Cc1ccco1)Cc1cc2cccc(C)c2[nH]c1=O (centres undefined)
 : -0.2, -12, 0.1, -10, 0.2, 0.0, -1.6, -10, -9, -2, -1.2
9	C=CCOc1cccc(C2/C(=C(\O)c3ccc(F)cc3)C(=O)C(=O)N2CCN(C)C)c1 (centres undefined)
 : -1.6, 5, 0.2, -1, -0.4, 0.6, -0.1, 0, -7, 3, -1.2
10	COc1ccc(C2CC(=O)N(C)c3ccccc3S2)cc1OC (centres undefined)
 : 5.3, 4, 3.0, 0, 0.9, 7.2, 8.4*, 0, 13, 10*, -0.5
11	CCC(C(=O)NCc1ccco1)n1nc(C)n2c(cc3occc32)c1=O (centres undefined)
 : -0.2, -11, 0.4, -3, 0.5, -0.9, 0.2, -7, 3, -3, -0.9
12	CCOC(=O)C1=CCC(c2cccc(C)c2)N(S(=O)(=O)c2ccc(C)cc2)C1 (centres undefined)
 : 1.4, -2, ·, -4, -2.0, -1.1, ·, 2, -4, -5, -1.4
13	CN(C(=O)COC(=O)Cc1c(F)cccc1Cl)c1c(N)n(Cc2ccccc2)c(=O)[nH]c1=O
 : -1.1, 3, 0.0, -6, 0.7, 1.6, 0.4, 5, 0, 9.4*, -0.6
14	COc1ccc(OC)c(NC(=O)[C@@]2(CC(=O)O)CC(/C=C/c3ccccc3)=NO2)c1
 : -1.3, 3, -0.4, 0, -0.3, 5.2, -1.4, 8, -4, -2, -0.4
15	S=c1[nH]c2ccc(Cc3ccc4[nH]c(=S)[nH]c4c3)cc2[nH]1
 : -0.2, -3, -1.5, 8, -0.1, -0.4, 0.8, 16, 10, 2, -0.4
16	O=C(C1CC1(c1ccccc1)c1ccccc1)N1CCOCC1 (centres undefined)
 : -0.7, -5, 0.6, -4, -0.9, -2.4, -0.2, 3, 5, -3, -0.8
17	CCC(C)(C(=O)NC1CCCCC1)N(Cc1ccco1)C(=O)c1cnccn1 (centres undefined)
 : 1.1, -3, 0.7, -2, -0.5, -0.1, 0.8, 7, 1, -1, -1.4
18	CN1c2ccccc2C(O)=C(C(=S)Nc2ccc(Cl)cc2)S1(=O)=O
 : -0.9, 2, -0.6, 6, -0.2, -3.5, -0.3, -4, 2, 0, -0.3
19	COc1ccc(C)cc1N(CC(=O)N1CCCC1)S(=O)(=O)c1ccccc1
 : -0.3, -17, -0.8, -9, 0.0, 0.4, 0.7, -2, 0, -2, -1.0
20	CCN(CC)CCN(C(=O)CCS(=O)(=O)c1ccccc1)c1nc2c(C)cc(C)cc2s1
 : 1.6, -5, -0.1, -7, -0.4, 1.9, 2.7, 1, 3, -2, -0.8
21	CC(=O)NC1=NN(C(C)=O)C(C)(c2cccc([N+](=O)[O-])c2)S1 (centres undefined)
 : 0.2, -2, -0.1, 4, 0.0, -2.5, -0.5, 0, 3, -2, -1.5
22	CC(=O)Nc1ccc(S(=O)(=O)NNC(=O)COc2cccc3ccccc23)cc1
 : -1.1, 1, -0.8, 4, -0.4, -2.4, 2.6, 0, 14, -1, -0.8
23	CCc1c(C(=O)OC)nnc2cc(C)nn12
 : -0.4, 3, -1.1, -6, 0.2, -1.1, -0.1, -3, -1, -1, -1.3
24	OCCCNC(=S)Nc1ccc(Nc2ccccc2)cc1
 : -1.1, -5, -0.1, -2, -0.1, 0.8, 0.2, -6, 9, -8, 0.1
25	COC(=O)c1ccc(/C=C/C(=O)OCC(=O)c2ccc[nH]2)cc1
 : 0.4, 0, -0.6, 5, 0.0, 0.5, 0.2, -10, 2, -1, -0.2
26	CNC(=S)N1CCc2cc(OC)c(OC)cc2C1COc1ccc(OC)cc1 (centres undefined)
 : -1.4, 0, -0.8, 1, -1.1, 2.0, 0.6, 9, 0, 1, -1.8
27	CCOc1cc(-n2ncc(C#N)c2N)nc(SC)n1
 : -1.5, 3, -0.7, 7, 1.0, -2.3, -2.1, -8, 7, 0, -2.1
28	CCCNC(=O)c1ccc(SCC(=O)N(CC)CC)c([N+](=O)[O-])c1
 : -0.2, 3, -0.3, -2, -0.3, -4.1, -2.3, 1, -2, -2, -1.7
29	CC1CCCN(S(=O)(=O)c2ccc(NC(=O)CCN3C(=O)c4ccccc4C3=O)cc2)C1 (centres undefined)
 : 1.0, -1, -1.1, 13, -0.2, 0.0, -0.4, 9, -4, 2, -0.7
30	O=C(Oc1ccc[nH]c1=O)c1cc([N+](=O)[O-])cc([N+](=O)[O-])c1
 : -0.4, 4, -0.3, 8, 0.1, 1.8, -0.9, -14, 0, -1, -0.9

Arranged by value in ADAM10 inh (high to low): 3 of the compounds above.
cpd	Structure	ADAM10 inh
5	COc1ccc(CCNC(=O)C2CCN(S(=O)(=O)N3CC(C)CC(C)C3)CC2)cc1OC (centres undefined)	5
11	CCC(C(=O)NCc1ccco1)n1nc(C)n2c(cc3occc32)c1=O (centres undefined)	-7
8	CCC(c1nnnn1CCc1ccccc1)N(Cc1ccco1)Cc1cc2cccc(C)c2[nH]c1=O (centres undefined)	-10

Next records follow:
Each structure is followed by: hcDAF-12 act, GC-A act, DAX1 inh-1, NPR2 activator, DAX1 inh-2, hgDAF-12 ag, FXN GAA850 act, ADAM10 inh, sPLA2-III inh, SMARCA2 act, ssDAF-12 act
31	CCOc1ccccc1N(CC(=O)NC(C)(C)C)C(=O)Cn1nnc(-c2ccc(C)o2)n1
 : -3.1, -1, -1.6, -6, -0.5, -0.5, -4.5, 2, -12, -2, -1.6
32	CCOC(=O)c1cc(CC)sc1NC(=O)c1cccc(N2C(=O)CCC2=O)c1
 : 0.2, 1, -0.6, -1, 0.1, -1.4, 1.6, -14, 6, 0, -1.2
33	COc1cc(CNc2ncnc3c2ncn3[C@H]2CN(Cc3ccccc3)C[C@@H](COC(C)=O)O2)cc(OC)c1OC
 : -0.5, 0, ·, -3, -1.2, -1.9, 1.5, 2, -27, 0, -1.2
34	CCOc1ccc(C2C(C(=O)c3cccs3)=C(O)C(=O)N2Cc2cccnc2)cc1 (centres undefined)
 : 0.8, 5, 0.6, 8, 0.6, -1.7, 7.5, -1, -5, 4, -1.0
35	O=C(CCl)Nc1ccc(Sc2ccc(NC(=O)CCl)cc2)cc1
 : -3.0, -3, -3.4, -1, -2.3, -10, -11, 8, -5, -9, -2.1
36	Cc1cccc(N(CC(=O)NC2CCCC2)C(=O)CCC(=O)Nc2ccccn2)c1
 : -1.1, -3, 2.8, -1, 0.1, -1.1, -0.7, -3, 8, -2, -1.3
37	O=C(NCCCn1ccnc1)C1CCCN(S(=O)(=O)c2cc(Cl)ccc2Cl)C1 (centres undefined)
 : -2.5, -1, -0.8, 3, 0.5, -1.0, 0.3, 10, -5, -1, -1.3
38	CCOc1ccc(/C(O)=C/C(=O)C(=O)Nc2ccc(S(=O)(=O)NC(C)=O)cc2)cc1
 : -1.4, 0, -1.0, -1, -0.3, -4.5, 1.9, -4, -3, -3, -0.8
39	COc1cc(NC(=O)NS(=O)(=O)c2ccc(C)cc2)cc(OC)c1
 : 2.8, 0, 2.4, -1, 0.5, 1.7, 2.1, 3, 13, -2, 0.0
40	CCn1c(=S)sc2c(=O)n(CC(=O)NCCCc3ccccc3)c(C)nc21
 : -0.4, -4, -0.3, -3, 1.3, -0.7, 0.4, 6, 1, -1, -1.1
41	OC1CCN(Cc2ccc(OCc3ccccc3)cc2)CC1
 : 6.3*, -3, 2.2, -4, 1.6, 11*, 4.8, 7, -3, 3, -0.2
42	COc1ccc(/C=N/Nc2nc(-c3cccnc3)nc3ccccc23)c(OC)c1
 : 1.7, 6, -0.2, -3, -0.4, -0.6, -0.7, -34, -1, 0, -1.6
43	CCCCn1c(N)c(N(CCOC)C(=O)c2sc3ccccc3c2Cl)c(=O)[nH]c1=O
 : 1.7, 2, 0.3, 5, -0.2, -3.1, 0.4, -4, 5, -3, -1.2
44	C=CCOc1ccc(Br)cc1CNCC
 : -1.6, -29, 0.3, -10, -0.1, 1.1, -3.0, 3, -5, -3, -1.1

Compounds listed so far that have two or more sulfur atoms, in the order listed:
Each structure is followed by: hcDAF-12 act, GC-A act, DAX1 inh-1, NPR2 activator, DAX1 inh-2, hgDAF-12 ag, FXN GAA850 act, ADAM10 inh, sPLA2-III inh, SMARCA2 act, ssDAF-12 act
15	S=c1[nH]c2ccc(Cc3ccc4[nH]c(=S)[nH]c4c3)cc2[nH]1
 : -0.2, -3, -1.5, 8, -0.1, -0.4, 0.8, 16, 10, 2, -0.4
18	CN1c2ccccc2C(O)=C(C(=S)Nc2ccc(Cl)cc2)S1(=O)=O
 : -0.9, 2, -0.6, 6, -0.2, -3.5, -0.3, -4, 2, 0, -0.3
20	CCN(CC)CCN(C(=O)CCS(=O)(=O)c1ccccc1)c1nc2c(C)cc(C)cc2s1
 : 1.6, -5, -0.1, -7, -0.4, 1.9, 2.7, 1, 3, -2, -0.8
40	CCn1c(=S)sc2c(=O)n(CC(=O)NCCCc3ccccc3)c(C)nc21
 : -0.4, -4, -0.3, -3, 1.3, -0.7, 0.4, 6, 1, -1, -1.1
